# Compound activity (PubChem BioAssay)
# TDP2 absorb = TDP2 (human) inhibition, absorbance primary screen | AID 720702 | O95551 | inhibition, % at 12.8 µM | recombinant TDP2, T5PNP hydrolysis, p-nitrophenol absorbance 415 nm | 370,000 compounds, 0.34% hits;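 active means inhibition above the mean of all tested compounds plus 3 SD, set per campaign, cut at about 25% in these data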;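 further: 0% = DMSO with enzyme and 100% = buffer with substrate but no TDP2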
# Target sequence (O95551 whole entry, looked up): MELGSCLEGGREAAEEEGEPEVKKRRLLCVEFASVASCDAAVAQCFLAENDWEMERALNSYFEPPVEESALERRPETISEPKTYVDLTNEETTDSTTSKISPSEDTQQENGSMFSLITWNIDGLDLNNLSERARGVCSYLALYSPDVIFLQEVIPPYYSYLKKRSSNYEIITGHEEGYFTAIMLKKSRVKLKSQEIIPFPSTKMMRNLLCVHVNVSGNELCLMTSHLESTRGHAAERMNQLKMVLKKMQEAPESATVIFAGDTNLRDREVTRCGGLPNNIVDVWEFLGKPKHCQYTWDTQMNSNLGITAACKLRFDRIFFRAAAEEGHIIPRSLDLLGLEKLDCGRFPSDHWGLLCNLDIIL
#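 Test system: Human TDP2 enzyme | Reagent: 5 mM T5PNP | Compound dosing: 12.8 µM single point, 1% DMSO | Incubation: Enzyme reaction with compound for 2 h at 37 °C | Technique: p-Nitrophenol epi absorbance | Read-out: % inhibition relative to enzyme-containing and enzyme-free wells | Benchmarks: High control without enzyme, low control DMSO plus TDP2 | Replicates: Singlicate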
# Rev-erbA mod = Rev-erb alpha (human) modulation; P20393; Rev-erbα–FITC-DNA binding, fluorescence polarization, 90 min; activity, % at 10 µM; 370,000 compounds, 0.79% hits; AID 1259318;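 active means activity above about 14%, limit read from the data; passing the limit was not always enough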;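 further: 0% = DMSO wells with 35 nM protein and 100% = DMSO wells with 750 nM protein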
# Target sequence (P20393 whole entry, looked up): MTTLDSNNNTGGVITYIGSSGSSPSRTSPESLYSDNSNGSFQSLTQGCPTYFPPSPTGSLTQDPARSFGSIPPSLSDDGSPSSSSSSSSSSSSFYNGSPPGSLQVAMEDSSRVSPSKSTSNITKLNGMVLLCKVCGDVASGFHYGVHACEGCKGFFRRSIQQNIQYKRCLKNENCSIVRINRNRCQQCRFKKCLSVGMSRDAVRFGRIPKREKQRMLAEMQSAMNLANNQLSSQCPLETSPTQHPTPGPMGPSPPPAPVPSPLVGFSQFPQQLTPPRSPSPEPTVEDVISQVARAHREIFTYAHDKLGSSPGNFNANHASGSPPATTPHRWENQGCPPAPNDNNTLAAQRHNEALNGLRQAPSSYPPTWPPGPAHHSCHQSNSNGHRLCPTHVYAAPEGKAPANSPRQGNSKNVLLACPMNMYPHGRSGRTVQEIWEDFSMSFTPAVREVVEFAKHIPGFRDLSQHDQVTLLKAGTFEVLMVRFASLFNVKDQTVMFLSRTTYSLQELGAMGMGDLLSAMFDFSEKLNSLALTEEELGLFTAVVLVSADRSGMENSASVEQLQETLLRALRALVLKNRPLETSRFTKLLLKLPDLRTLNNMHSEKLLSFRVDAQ
# rCAG RNA binder = binds r(CAG) RNA repeats; 370,000 compounds, 1.3% hits; r(CAG) RNA repeat, TO-PRO-1 dye displacement fluorescence; inhibition, % at 3 µM;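 active means inhibition above the plate cutoff, the mean of all test compounds on that plate plus 3 SD, cut at about 35% in these data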;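 further: 0% = DMSO alone and 100% = 100 µM mitoxantrone as full dye displacement; higher means more dye released from RNA so lower well fluorescence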
# mABHD4 FP = ABHD4 (mouse) inhibition, primary FP screen. Q8VD66. inhibition, % at 8.92 µM. purified mABHD4, FP-Rh probe fluorescence polarization. AID 720543. 370,000 compounds, 0.54% hits;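 active means inhibition exceeding the mean over every tested compound plus 3 SD, cut at about 30% in these data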;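 further: 0% = plate median of compound wells and 100% = S159A mutant with DMSO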
#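 Assay system: wild-type mouse ABHD4 protein; compound: single nominal dose of 8.92 µM, 0.89% DMSO final; schedule: 45 min + 60 min at 25 °C; measured by: FP readout, ex 525 nm / em 598 nm; evaluation: % inhibition of FP-Rh probe binding versus controls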
# TCR CD3 inh = human TCR-CD3 binding inhibition | TAMRA-labeled TCR probe fluorescence, biochemical | inhibition, % at 9.4 µM | 360,000 compounds, 0.37% hits; in the data active means inhibition above about 19%;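 further: recombinant mutant TCR 2C K166C tagged with TAMRA read by polarization; 0% = receptor in buffer alone and 100% = receptor with positive control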
# HTRA1 inhibitor = HTRA1 (human) protease inhibition | recombinant HTRA1, FP-rhodamine activity-based probe, fluorescence polarization | inhibition, % at 5.96 µM | 340,000 compounds, 0.5% hits; in the data active means inhibition above about 36%;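 further: 0% = enzyme with DMSO and 100% = wells lacking enzyme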
# PG9 binder = small molecules binding HIV-1 gp120 antibody PG9. TR-FRET gp120-PG9 antibody binding. inhibition, % at 6.7 µM. 360,000 compounds, 0.43% hits. AID 624416; in the data active means inhibition above about 8.5%
# PRMT1 FP inh = PRMT1 (human) inhibition, primary screen; recombinant PRMT1, activity-based probe fluorescence polarization; inhibition, % at 2.79 µM; 370,000 compounds, 1.3% hits; AID 652257;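 active means inhibition above about 21% made by adding two undisclosed values, limit read from the data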
# SIAE inh = blocks human sialic acid acetylesterase | inhibition, % at 9.66 µM | AID 1053197 | Q9HAT2 | 370,000 compounds, 0.69% hits | SIAE FP-Rh probe binding, fluorescence polarization;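 active means inhibition above a cutoff: mean of compounds within the control limits plus 3 SD of those, cut at about 17% in these data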;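 further: 0% = plate median of compound wells and 100% = probe without SIAE protein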
# LEDGF integ inh = blocks HIV-1 LEDGF/p75-dependent DNA integration; 370,000 compounds, 0.64% hits; AID 743269; inhibition, % at 3.7 µM; TR-FRET IN-LEDGF/p75 DNA integration, Eu/Cy5;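 active means inhibition above the screen-wide mean plus 3 SD, cut at about 13% in these data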;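 further: signal is the Cy5 over europium emission ratio at 671 and 618 nm; 0% = plate median of compound wells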
# The depositor's hits bear a star; . = no result given.
SMILES,TDP2 absorb,Rev-erbA mod,rCAG RNA binder,mABHD4 FP,TCR CD3 inh,HTRA1 inhibitor,PG9 binder,PRMT1 FP inh,SIAE inh,LEDGF integ inh
CC(C)NC(=O)N[C@@H]1C[C@@H]2O[C@@H](CO)CC[C@@H]2O[C@@H]1CCc1ccc(-c2ccccc2F)cc1,-4,6,1,5,.,.,.,3,4,0
CC1=CC(C)(C)Nc2ccc(C)cc21,8,1,-3,6,13,-1,-1.1,-3,5,1
Cc1ccc(S(=O)(=O)N2C[C@H]3C(=O)C[C@@H](c4ccccc4)N(S(=O)(=O)c4ccccc4[N+](=O)[O-])[C@H]3C[C@H]2c2ccccc2)cc1,9,9,16,-4,-5,.,1.2,-2,-5,3
CN(C)c1ccc(N=Nc2nccs2)cc1,2,1,3,-11,-11,-2,-27,0,-25,-4
COc1ccc([C@H]2C[C@@H](n3cc(-c4ccc(F)cc4)nn3)[C@H](O)CN2Cc2cccs2)cc1,2,-5,4,-3,0,-20,-0.6,2,-2,-2
O=C(Nc1ccnn1C1CCN(Cc2ccn[nH]2)CC1)c1ccccc1,2,16*,-1,0,7,6,-1.0,0,-5,5
COC(=O)c1ccc(-c2noc(CN3CCCCC3c3nccn3C)n2)cc1 (stereo unspecified),-4,5,-8,2,5,-4,-2.0,-4,12,2
O=C(NNC1=NCCC1)c1cccc(S(=O)(=O)N2CCCCC2)c1,-1,0,-1,3,-7,-3,-1.3,2,4,-5
CC(=O)C12OC(C)(C)OC1CC1C3CCC4=CC(=O)C=CC4(C)C3(F)C(O)CC12C (stereo unspecified),-2,-4,0,5,5,2,0.1,-3,1,5
Cc1cc(Cl)ccc1NC(=O)c1ccc2c(c1)OCO2,1,0,-5,-1,-5,1,1.7,2,-4,-4
COCC(=O)Nc1ccc2c(c1)C(=O)N(C)[C@@H]1CC[C@@H](CC(=O)OC)O[C@H]1CO2,1,-2,1,7,.,.,.,0,3,-1
CC(C)CN(C(=O)COC(=O)C1c2ccccc2Oc2ccccc21)C1CCS(=O)(=O)C1 (stereo unspecified),9,-3,-3,2,2,-1,0.7,-2,0,0
COc1cc(CNCc2ccccn2)ccc1OCC(N)=O,12,-5,-2,2,-1,-3,-1.2,2,3,0
COc1cccc(N(C(=O)c2nc3nccc(C)n3n2)c2nc3ccccc3s2)c1,-3,-4,-1,-3,10,-10,0.4,-5,-5,1
Cc1ccc(S(=O)(=O)NC(C)(C)CSc2nnc(Nc3ccccc3)s2)cc1,-10,5,1,-23,-2,-71,1.9,1,3,0
COc1ccc(NC(=S)NNC(=O)CNc2ccc(Cl)cc2)cc1,-4,-1,3,6,-5,15,0.1,0,2,-2
O=C1/C(=C\c2cccnc2)Sc2ccccc21,-1,-10,3,-2,-11,-7,-7.9,31*,-22,-5
COc1ccccc1NC(=O)NCCc1ccccc1,4,1,-5,10,-5,0,0.3,-3,1,-4
CCOC(=O)N1CCC(NC(=O)c2ccc(N3CCC4(CC3)OCCO4)c([N+](=O)[O-])c2)CC1,-1,2,-5,-1,6,4,-0.1,-4,-1,-1
CCOc1ccc(S(=O)(=O)N2CCCC(C(=O)Nc3cccc(C)c3)C2)cc1 (stereo unspecified),-6,3,3,-6,3,-10,-0.4,-4,-11,4
CC(C)C(=O)N1CCCC1(C)C(=O)N(C)Cc1cccc2ccccc12 (stereo unspecified),2,-6,1,4,0,.,-0.6,-3,9,2
O=C(Nc1ccc(N2CCN(C(=O)c3ccco3)CC2)cc1)c1ccccc1F,12,4,-5,5,6,5,-4.2,-1,-1,-2
CCN1C(=O)[C@H]2[C@@H](c3ccc(OC)cc3)N[C@]3(CCCN(Cc4ccc(Cl)cc4)C3=O)[C@H]2C1=O,-1,1,1,1,-3,8,1.0,4,7,-17
c1cncc(-c2nc(-c3ccc4c(c3)OCO4)cs2)c1,-4,2,-3,-5,-1,-2,-0.3,-1,-6,4
COC(=O)[C@]12C[C@H](CC(=O)NCc3ccccc3)C(=O)N(Cc3cccc4ccccc34)C1=C[C@H](C1CCCC1)O[C@@H]2C,-17,0,8,12,.,.,.,-5,-2,2
O=C(CSc1nc2[nH]ncc2c(=O)n1-c1ccccc1)NCc1cccs1,-3,1,1,-1,9,-5,2.1,-1,-5,-3
COCc1cc(C)n(CC(=O)Nc2ccc(N3CCOCC3)c(Cl)c2)c(=O)c1C#N,-15,1,4,-20,-10,2,-0.1,5,3,-2
O=C(NC1CCCCC1)N1CCCC1,-3,0,-3,2,9,2,-0.9,-3,3,0
O=C(Cn1c2ccccc2c(=O)c2ccccc21)Nc1cccc(F)c1,-14,28*,6,6,4,-5,0.8,1,-84,5
O=C1CC(C(=O)O)S/C(=N\NC(=O)c2ccc(F)cc2)N1 (stereo unspecified),-12,-4,2,1,4,-5,0.8,-2,0,2
CCOC(=O)N1CCN(C(=O)c2ccc(Cl)c(S(=O)(=O)N3CCOCC3)c2)CC1,-7,-2,-6,-1,-5,7,1.8,-3,7,3
O=C(COc1cccc(NC(=O)c2cccc([N+](=O)[O-])c2)c1)c1ccc(F)cc1,-3,-1,10,-20,-1,-39,0.7,3,-3,4
CCC(C)c1ccc(O)c(NC(=O)c2ncn[nH]2)c1 (stereo unspecified),-9,2,3,7,5,6,2.2,-3,0,0
CNc1nc(N)c(C(=O)C23CC4CC(CC(C4)C2)C3)s1,1,8,-1,7,7,.,-2.2,-1,4,-2
CC(CNC(=O)C(=O)NC(C)CCc1ccccc1)Cc1ccccc1 (stereo unspecified),-3,9,-3,-1,3,1,-2.2,-1,1,2
COc1ccc(CN(C)C(=O)c2cccc(NS(=O)(=O)c3ccccc3)c2)c(OC)c1,-3,-4,-2,3,4,-7,0.8,1,6,-3
Cc1oc2cc(OC(C)C(=O)O)ccc2c(=O)c1Oc1ccccc1 (stereo unspecified),-7,0,1,-2,-5,7,-1.3,5,0,2
COc1ccc(NC(=O)COc2ccc(N(C)S(=O)(=O)c3ccc(Cl)cc3)cc2)cc1OC,17,2,2,2,9,-17,-1.1,0,9,0
COC(=O)c1ccc(NC(=O)C2CC(=O)N(c3cc(C)ccc3C)C2)cc1 (stereo unspecified),-1,11,-4,-1,4,-4,-1.2,0,2,-1
NC(=O)CSc1cn(Cc2cccc(F)c2)c2ccccc12,0,-1,-4,4,1,-2,-0.7,6,-3,1
Cn1c(SCc2ccccc2)nnc1-c1cccs1,-4,5,3,-3,2,-1,-0.7,0,8,-3
CC(=O)Nc1ccc(SCC(=O)c2cc(C)ccc2C)cc1,-1,-2,0,-4,10,-10,-2.3,29*,-9,3
COc1ccc(C)cc1N(CC(=O)NC1CCCC1)C(=O)Cn1nnc(-c2ccc(C)o2)n1,-10,-3,-3,-2,9,3,-1.3,-6,1,2
Cc1cc(OCC(=O)N(C)c2ccccc2)cc2c1C(=O)CC(C)(C)O2,-9,-1,-10,2,-9,-2,-1.7,2,4,-5
COc1ccccc1/C=C/C(=O)NC(=S)Nc1ccc(S(=O)(=O)N(C)c2ccccc2)cc1,-16,3,6,-6,-2,-4,-3.4,1,-37,0
Cc1ccc(NC(=O)CSc2nnnn2C)cc1S(=O)(=O)N1CCCCC1,3,-7,4,-4,-10,0,0.7,2,4,0
O=C(Nc1cnn(Cc2ccc(F)cc2)c1)c1cnn2c(C(F)F)cc(-c3ccccc3)nc12,13,-5,-2,3,1,-5,0.1,-4,2,0
CCN(CC)c1ccc(/C=C(\C#N)C(=O)NCc2ccco2)cc1,-2,3,-1,-7,-4,.,-2.7,-9,0,-3
COCCNC(=O)CSc1nc2cc(OC)c(OC)cc2c(=O)n1CCc1ccc(S(N)(=O)=O)cc1,6,1,-4,0,3,2,0.6,-1,9,7
Cc1cc(Cl)ccc1NC(=S)NCC(O)c1ccccc1 (stereo unspecified),-2,2,0,1,-1,1,-0.5,2,5,-3

# More structures.
SMILES,TDP2 absorb,Rev-erbA mod,rCAG RNA binder,mABHD4 FP,TCR CD3 inh,HTRA1 inhibitor,PG9 binder,PRMT1 FP inh,SIAE inh,LEDGF integ inh
Cc1occc1C(=O)N/N=C/C=C/c1ccccc1[N+](=O)[O-],-9,-2,-1,-3,7,-4,-3.6,-2,-3,-5
COc1ccc(CC(=O)N/N=C/c2ccc(-c3cccc(C(=O)O)c3)o2)cc1OC,2,11,11,3,0,-5,-4.0,0,-3,0
Cc1ccc(C)c(OCc2cc(C(=O)N3CC[C@@H]4CCCC[C@H]4C3)no2)c1,10,1,1,-4,6,-4,-1.1,4,-8,3
COc1ccccc1CNC(=O)Cn1cc2c(n1)CCCC2,-5,-3,-1,7,-2,3,-2.4,-1,7,1
C=CC[C@@H](CC(=O)N[C@H](CO)Cc1ccccc1)C(=O)N[C@H](COC(=O)[C@H](CC=C)CC(=O)OC(C)(C)C)Cc1c[nH]c2ccccc12,-31,1,-1,-18,0,-38,1.0,-1,-3,0
Cc1ccc(NC(=O)c2ccc(-n3cncn3)c([N+](=O)[O-])c2)cc1,1,-2,0,1,-2,2,-0.3,-2,-1,1
O=C(NCc1ccncc1)c1cccc(Cn2cc(Br)cn2)c1,7,1,2,0,0,7,-2.5,-1,-4,1
CCOC(=O)C1CCCN(S(=O)(=O)c2ccc3c(c2)CC(C)N3C(=O)C2CC2)C1 (stereo unspecified),7,5,-7,-5,-7,-3,-1.1,-4,4,-1
COc1ccc(COc2ccsc2C(=O)Nc2ccc(Cl)c(Cl)c2)cc1,-10,16,2,4,2,-6,-0.3,-1,-3,0
COc1ccc(C2CC(c3cccs3)=NN2C(=O)c2ccccc2)cc1OC (stereo unspecified),5,5,-6,0,3,-1,-1.4,-2,-1,2

# 3 compounds out of the list, sorted by SMILES length, rising.
SMILES,TDP2 absorb,Rev-erbA mod,rCAG RNA binder,mABHD4 FP,TCR CD3 inh,HTRA1 inhibitor,PG9 binder,PRMT1 FP inh,SIAE inh,LEDGF integ inh
CN(C)c1ccc(N=Nc2nccs2)cc1,2,1,3,-11,-11,-2,-27,0,-25,-4
Cc1ccc(S(=O)(=O)NC(C)(C)CSc2nnc(Nc3ccccc3)s2)cc1,-10,5,1,-23,-2,-71,1.9,1,3,0
COc1cccc(N(C(=O)c2nc3nccc(C)n3n2)c2nc3ccccc3s2)c1,-3,-4,-1,-3,10,-10,0.4,-5,-5,1

# More results follow.
SMILES,TDP2 absorb,Rev-erbA mod,rCAG RNA binder,mABHD4 FP,TCR CD3 inh,HTRA1 inhibitor,PG9 binder,PRMT1 FP inh,SIAE inh,LEDGF integ inh
O=c1c2ccccc2oc2cc(NCCCn3ccnc3)ccc12,-5,-6,4,2,4,-6,2.7,-1,-3,2
Cc1cc(C)c(NC(=S)N(Cc2cccnc2)Cc2ccco2)c(C)c1,1,1,0,8,-2,2,0.6,-2,-11,0
COc1ccc(NC(=O)CSCC(=O)N(C)Cc2ccc(Cl)c(Cl)c2)cc1,-11,-2,0,-7,6,-20,-3.8,-1,5,1
COc1ccc(CC(=O)Nc2ccc(-c3noc(-c4ccccc4OC)n3)cc2)cc1,-4,36*,9,-9,3,-20,6.9,-2,-19,2
O=C(Nc1ccc(N2CCN(C(=O)c3cccs3)CC2)cc1)c1ccc([N+](=O)[O-])o1,4,0,-3,-13,-4,9,-4.9,-4,5,2

# These rows are one share of the data, so the mix of outcomes need not match the whole.
